# Bioassay records as filed in PubChem BioAssay.
# HTR5A inv ctr: HTR5A inverse agonism, opioid heterodimer counter-screen; P47898; HTR5A cell line, luminescence; inhibition, % at 9.3 µM; 0.083% of 340,000 active; AID 504634; in the data active means inhibition mostly above about 23%, no sharp cut-off; inactive means mostly below about 18%;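 further: 0% = cells with DMSO and 100% = no-cell wells with DMSO; some compounds called inactive have numbers as strong as hits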
# V-ATPase pH: regulators of yeast V-ATPase proton transport; S. cerevisiae, pHLuorin cytosolic pH fluorescence; response, % at 10 µM; 0.37% of 350,000 active; AID 504577; in the data active means response mostly above about 7.3%, no sharp cut-off; inactive means mostly below about 5.4%; further: actives read high; inactives centre near 0; some compounds called inactive have numbers as strong as hits; reference of the scale not given here
# DSG3 Ab inh: blocks pemphigus antibody binding to human desmoglein-3 | P32926 | AID 588358 | binding (percent of control), % at 10 µM | DSG3-coupled beads, scFv-anti-DSG3-GFP binding, flow cytometry; active compounds read low | 0.48% of 310,000 active;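 active means binding more than 3 SD below its plate's average and above zero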;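 further: hits lower antibody fragment binding to DSG3; some compounds called inactive have numbers as strong as hits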
# MOR-DOR inv ag: mu-delta opioid heterodimer inverse agonism. P35372+P41143. cell-based MOR-DOR heterodimer luminescence. inhibition, % at 9.3 µM. 0.21% of 340,000 active. AID 504357; in the data active means inhibition above about 22%, passing the limit was not always enough;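 further: 0% = cells with DMSO and 100% = wells without cells with DMSO; values of inactives mirror those of a sister screen read the other way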
# Target sequence (P35372 whole entry, looked up): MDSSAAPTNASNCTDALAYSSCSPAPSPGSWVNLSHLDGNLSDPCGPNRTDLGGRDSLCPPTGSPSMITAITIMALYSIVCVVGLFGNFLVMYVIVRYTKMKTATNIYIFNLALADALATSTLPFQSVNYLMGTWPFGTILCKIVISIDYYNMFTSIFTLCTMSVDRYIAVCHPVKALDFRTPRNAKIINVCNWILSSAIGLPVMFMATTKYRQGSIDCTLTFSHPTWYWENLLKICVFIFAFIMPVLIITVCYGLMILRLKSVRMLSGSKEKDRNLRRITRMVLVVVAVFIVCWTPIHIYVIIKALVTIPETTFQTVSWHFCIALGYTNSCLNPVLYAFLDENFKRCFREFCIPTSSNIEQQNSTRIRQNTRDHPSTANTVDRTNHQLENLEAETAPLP
# Target sequence (P41143 whole entry, looked up): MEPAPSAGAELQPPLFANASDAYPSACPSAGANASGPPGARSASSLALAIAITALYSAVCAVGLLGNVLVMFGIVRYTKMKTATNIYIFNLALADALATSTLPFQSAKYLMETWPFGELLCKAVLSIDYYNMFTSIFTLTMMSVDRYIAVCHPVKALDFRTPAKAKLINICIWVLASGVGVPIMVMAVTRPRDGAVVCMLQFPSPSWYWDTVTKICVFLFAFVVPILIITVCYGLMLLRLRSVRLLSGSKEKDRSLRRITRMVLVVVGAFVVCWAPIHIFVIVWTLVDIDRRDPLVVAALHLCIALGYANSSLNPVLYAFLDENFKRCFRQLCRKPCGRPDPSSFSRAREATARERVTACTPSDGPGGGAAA
# OPRM1-OPRD1 ag: OPRM1-OPRD1 heterodimerization agonism | cells, luminescence | P35372+P41143 | 0.3% of 340,000 active | activation, % at 9.3 µM; in the data active means activation above about 18%;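 further: 0% = vehicle-treated cells and 100% = reference agonist; values of inactives mirror those of a sister screen read the other way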
# DAGLB inh: diacylglycerol lipase beta (human) inhibition | HEK293T DAGLB membrane lysate, EnzChek fluorogenic substrate | inhibition, % at 5.17 µM | 0.059% of 340,000 active; in the data active means inhibition above about 34%;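 further: 0% = enzyme with vehicle and 100% = wells lacking enzyme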
# PKA-R2B act: activates the human PKA-R2B holoenzyme complex; P22694+P31323; PKA-R2B holoenzyme dissociation, Cy5-IP20 fluorescence polarization; R2B truncated from residue 108, S112A mutant; 0% DMSO only, 100% 113 µM cGMP; activation, % at 11.4 µM; 0.079% of 340,000 active;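 active means activation above a cutoff set at the mean over all compounds plus 3 SD, cut at about 18% in these data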;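 further: higher means more holoenzyme dissociation and a rise in polarization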
# PKA-R1A activ: PKA-R1A complex activation | PKA-R1A dissociation, Cy5-IP20 fluorescence polarization; scaled: DMSO 0%, 113 µM cGMP 100% | activation, % at 11.4 µM | 0.083% of 340,000 active | AID 504707;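 active means percent activation above the mean of all tested compounds plus 3 SD, cut at about 19% in these data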;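 further: higher means more PKAc released from R1A so a rise in polarization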
# Arr AP2 block: blocks beta-arrestin peptide binding to AP2 adaptin | FITC-arrestin peptide / GST-AP2 beads, flow cytometry; AP2 beta2 appendage carries R879A mutation | inhibition, % at 10 µM | 0.31% of 340,000 active | AID 504490;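 active means inhibition above a set limit, near 3 SD of compounds lacking own fluorescence, cut at about 54% in these data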;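 further: plate controls were DMSO wells for no effect and 5 µM unlabelled arrestin peptide for full effect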
#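 System: GST-AP2 R879A glutathione beads; medium: PBS, Tween 20 0.05%, BSA 0.1%; reagent: fluorescein-tagged arrestin peptide at 50 nM final; schedule: pre-incubation 12 min, peptide binding 1 h, room temperature; detection: flow cytometry, FL1 (488/535 nm); read-out: inhibition as reduced fluorescein signal on beads, percent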
# HTR5A ag ctr: HTR5A agonism, opioid heterodimer counter-screen; HTR5A agonist assay, luminescence, cell-based; activation, % at 9.3 µM; 0.61% of 340,000 active; AID 504692; in the data active means activation mostly above about 9.5%, no sharp cut-off; inactive means mostly below about 7.6%;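 further: 0% = cells with vehicle only and 100% = reference agonist; strong numbers were not always called active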
# * hit, by the source's call; . = no result given.
SMILES,HTR5A inv ctr,V-ATPase pH,DSG3 Ab inh,MOR-DOR inv ag,OPRM1-OPRD1 ag,DAGLB inh,PKA-R2B act,PKA-R1A activ,Arr AP2 block,HTR5A ag ctr
Cc1ccc(S(=O)(=O)NCC(=O)OCC(=O)N2CC(C)OC(C)C2)cc1 (configuration not stated),12,-4,107,7,-1.7,2,1,8,-3,-1
COc1ccc(C(=O)C(C)N(C(=O)c2ccc(Cl)cc2Cl)N2C(=O)C3C4C=CC(C4)C3C2=O)cc1 (configuration not stated),-11,2,100,-6,1.1,-11,5,-3,4,4
Brc1ccc(Oc2ncc(CN3CCN(c4ccccc4)CC3)s2)cc1,-6,-2,.,-13,2.1,-13,0,-2,29,-2
COc1ccc(NC(=O)CN(c2ccc([N+](=O)[O-])cc2)S(=O)(=O)c2ccccc2)cc1,6,-1,123,10,-1.8,2,0,7,1,2
Cc1cccc(OCCNc2cc(N3CCN(CCO)CC3)ccc2[N+](=O)[O-])c1,13,-5,92,7,-1.1,4,-2,-2,-4,5
CS(=O)(=O)Nc1ccc(C(=O)CSc2nnc(C3CC3)n2C2CC2)cc1,-18,5,109,14,-2.7,0,-18,-16,0,7
COc1ccc(CN2CCNC(=O)C2CC(=O)N(C)CC2CCOCC2)cc1C (configuration not stated),16,2,96,3,-0.5,2,1,-6,0,-2
CCOC(=O)c1cc2ccccc2n1CCN(CC)CC,-16,5,102,3,-0.6,0,0,-4,0,-2
COc1ccc(NC(=O)c2cc3c(CO)cnc(C)c3oc2=Nc2cc(OC)cc(OC)c2)cc1,-5,-1,106,15,-3.2,2,-5,-4,4,1
O=C1C(Cl)=C(N2CCOCC2)C(=O)N1CCc1ccccc1,3,-6,107,8,-1.4,-5,-18,-10,-3,0
COc1ccc(O)c(CN2CCCC(N3CCc4ccccc4C3)C2)c1 (configuration not stated),5,-4,111,3,-0.5,-2,-1,-4,-5,-6
CC(C)CC(NC(N)=O)C(=O)OCC(=O)Nc1ccc(OC(F)F)cc1 (configuration not stated),-1,-1,.,-2,0.5,-2,6,-4,10,0

# An excerpt from above in order of heavy-atom count, low to high:
SMILES,HTR5A inv ctr,V-ATPase pH,DSG3 Ab inh,MOR-DOR inv ag,OPRM1-OPRD1 ag,DAGLB inh,PKA-R2B act,PKA-R1A activ,Arr AP2 block,HTR5A ag ctr
O=C1C(Cl)=C(N2CCOCC2)C(=O)N1CCc1ccccc1,3,-6,107,8,-1.4,-5,-18,-10,-3,0
COc1ccc(CN2CCNC(=O)C2CC(=O)N(C)CC2CCOCC2)cc1C (configuration not stated),16,2,96,3,-0.5,2,1,-6,0,-2
COc1ccc(NC(=O)c2cc3c(CO)cnc(C)c3oc2=Nc2cc(OC)cc(OC)c2)cc1,-5,-1,106,15,-3.2,2,-5,-4,4,1

# Back to the main list, starting 3 compounds before the break.
SMILES,HTR5A inv ctr,V-ATPase pH,DSG3 Ab inh,MOR-DOR inv ag,OPRM1-OPRD1 ag,DAGLB inh,PKA-R2B act,PKA-R1A activ,Arr AP2 block,HTR5A ag ctr
O=C1C(Cl)=C(N2CCOCC2)C(=O)N1CCc1ccccc1,3,-6,107,8,-1.4,-5,-18,-10,-3,0
COc1ccc(O)c(CN2CCCC(N3CCc4ccccc4C3)C2)c1 (configuration not stated),5,-4,111,3,-0.5,-2,-1,-4,-5,-6
CC(C)CC(NC(N)=O)C(=O)OCC(=O)Nc1ccc(OC(F)F)cc1 (configuration not stated),-1,-1,.,-2,0.5,-2,6,-4,10,0
CCOC(=O)N1CCN(CC(O)COc2ccc(-c3ccccc3)cc2)CC1 (configuration not stated),-7,1,99,-14,2.6,-3,-4,-5,11,2
O=[N+]([O-])c1ccccc1OCc1nc(-c2cccs2)no1,2,3,101,-19,4.1,-7,4,-11,-8,-1
C/C(Cn1nc([N+](=O)[O-])cc1C)=N\NC(=O)c1ccc(O)cc1O,10,1,96,15,-3.3,-2,9,2,10,1
COc1ccc(NC(=O)NCCN2CCCCC2)cc1,-9,-1,101,7,-1.4,-3,-4,4,34,3
O=C(c1cc(-c2ccc(Cl)cc2)on1)N1CCOCC1,7,0,121,1,-0.3,-3,8,6,7,1
Cc1ccc(F)cc1NC(=O)c1ccc2c(c1)OCO2,-6,-1,102,7,-1.2,1,9,-13,-6,2
Cc1ccc(S(=O)(=O)Nc2ccc3c(c2)CC(=O)N([C@H](C)CO)C[C@@H](C)[C@H](CN(C)Cc2ccc(-c4ccccc4)cc2)O3)cc1,-6,2,96,-2,0.3,-3,-1,-12,4,4
O=C(CNC(=O)c1ccco1)OCC(=O)c1ccc2c(c1)CCCC2,1,0,105,20,-4.1,1,4,2,28,-1
Cc1ccc(Nc2nc3c([nH]2)c(=O)[nH]c(=O)n3C)cc1,-21,-2,113,9,-1.6,2,-1,-5,6,-1
C[C@@]12C(=O)N(CC3CC3)CC(=O)N1[C@H](C1CC1)[C@@H]1C(=O)N(c3ccccc3)C(=O)[C@@H]12,27,-4,102,3,-0.6,-2,-6,6,-2,-11
O=C(C1CCCN(Cc2ccccc2Br)C1)N1CCCCC1 (configuration not stated),2,-2,.,6,-1.0,-3,-2,-12,24,3
Cc1cc(NC(=O)NC(=O)c2ccccc2NC(=O)CN(C)C)ccc1Oc1ncc(Br)cn1,-6,-2,88,7,-1.6,-2,0,-2,-4,2
CN1CCN(C(=O)/C=C/c2ccc3c(c2)OCO3)CC1,13,2,98,4,-0.8,2,1,-3,4,-4
C=CCc1ccc(OCCCOc2ccc(C(=O)O)cc2)c(OC)c1,-4,0,99,10,-2.0,-3,0,-3,45,2
COc1ccc(NC(=O)N(C)[C@H]2C[C@H]3c4[nH]c5ccccc5c4CCN3C(=O)[C@H]2[C@H](C)O)cc1,.,2,.,.,.,3,-6,-3,.,.
Cc1ccc(OCC(=O)NNC(=O)c2cc(S(=O)(=O)N(C)C)ccc2N2CCCC2)cc1,.,.,105,.,.,0,6,2,.,.
C=C(C)C(=O)OCC(O)COc1ccc(C(C)(C)c2ccc(OCC(O)COC(=O)C(=C)C)cc2)cc1 (configuration not stated),-1,3,.,-25,4.6,-2,-4,-17,9,0
O=C(/C=C/c1cccc(Br)c1)c1ccc2c(c1)OCO2,0,-1,90,-19,3.4,-7,13,-1,52,0
O=C(/C=C\NCC(=O)c1ccccc1)c1ccc(F)cc1,-22,-3,105,-5,1.0,1,2,5,4,-1
CCCNC(=O)c1c(N)n(-c2ccc3c(c2)OCO3)c2nc3ccccc3nc12,7,2,118,13,-2.6,2,5,-1,4,-3
O=C(COC(=O)c1ccc(Br)o1)Nc1ncc([N+](=O)[O-])s1,22,4,100,5,-1.2,14,6,-4,26,-9
CCOc1ccccc1C1CC(c2ccc(F)cc2)Nc2nc(N)nn21 (configuration not stated),16,1,107,13,-2.5,1,5,6,-2,-6
Cn1c(=S)n(CCC(=O)O)c2ccccc21,4,-1,104,17,-3.3,1,-4,-5,-1,-1
CCOC(=O)c1sc(NC(=O)CSc2nc(C)cc(C)c2C#N)c(C#N)c1C,-5,-2,96,-6,1.1,2,1,-1,15,5
CSc1ncnc2c1ncn2CCCNc1ccc(C)c(C)c1,.,2,111,.,.,1,-8,-2,.,.
Cc1cccc(OCC(=O)N/N=C2/SCC(=O)N2Cc2ccco2)c1,0,-1,101,5,-0.8,2,-1,-4,29,0
COC(=O)c1ccc(C2C(C(=O)Nc3ccccc3C)=C(C)Nc3ncnn32)cc1 (configuration not stated),4,1,107,12,-2.1,1,4,5,-29,2
COc1ccc(N2CCN(CCCNC(=O)CC3Oc4ccc(C)cc4NC3=O)CC2)cc1 (configuration not stated),0,3,112,8,-1.5,-1,2,0,11,0
O=C(CC1NCCc2ccccc21)Nc1cccc(Cl)c1 (configuration not stated),0,0,93,-19,3.3,3,-3,12,32,0
Cc1ccc(-c2ccc(/C=C3\SC(N4CCOCC4)=NC3=O)o2)cc1,-10,1,90,-13,2.5,-2,-10,-2,-2,9
COc1ccc(OCC(=O)Nc2c(C(=O)N3CCN(C)CC3)oc3ccccc23)cc1,9,1,102,22,-4.2,-7,-7,-1,-15,-3
Cc1cn(C2CC(O)C(CO)O2)c(=O)n(CCCc2ccccc2)c1=O (configuration not stated),-1,-5,.,18,-3.8,0,3,2,-22,0
Cc1c(NC(=O)C(C)Sc2nc(N)cc(=O)[nH]2)c(=O)n(-c2ccccc2)n1C (configuration not stated),12,2,.,-8,2.1,-1,-10,5,-4,-5
CC(C)CCNC(=O)C1CCC(CNc2c(N3CCCC3)c(=O)c2=O)CC1 (configuration not stated),-19,-3,104,17,-3.2,-2,-4,-3,-3,5
COC(=O)C(C)n1cnc2c(cnn2-c2ccc(Cl)cc2)c1=O (configuration not stated),-2,1,108,12,-2.0,-3,-3,-14,4,2
Cc1ccc2nc(NC(=O)CSCC(=O)Nc3cc(C)on3)sc2c1,-4,-1,97,13,-3.4,0,-9,-2,3,2
CCOC(=O)c1ccc2nc(CCC(=O)N[C@H](C(=O)OC)C(C)C)c(=O)n(CC)c2c1,4,0,117,3,-0.7,-1,6,4,-1,-1
COc1ccccc1COCC(O)CN1CCN(S(=O)(=O)c2cccc(F)c2)CC1 (configuration not stated),-13,0,102,9,-2.2,0,-5,-11,-10,-1
COc1cc(CCC(=O)Nc2ccc(Br)c(C(F)(F)F)c2)cc(OC)c1OC,-12,-6,98,-12,2.4,-5,-10,-8,29,4
Cc1ccc(S(=O)(=O)N2CCCCC2)cc1NS(=O)(=O)c1cccc(C(=O)O)c1,-14,-1,103,8,-1.5,2,0,-6,38,-1
CCOc1ccc(OCC)c(S(=O)(=O)NCc2ccccc2)c1,-2,-1,97,10,-2.0,-1,7,2,1,1
C=CCN1C(=O)/C(=C2/Sc3ccc(OC)cc3N2C)SC1=NCc1ccccc1,-1,-5,100,7,-1.4,1,-3,7,4,7
COc1ccc(NC(=O)c2ccc3nc(C)sc3c2)cc1,-7,-1,117,3,-0.6,0,0,-6,-5,8
O=S(=O)(NCCN1CCOCC1)c1ccc2ccccc2c1,-5,-3,97,17,-4.4,-2,5,-3,4,2
NC(=O)SCC(=O)Nc1ccc(Cl)cc1,6,-4,101,-28,5.8,-28,-5,-8,18,-2
COc1ccc(C(=O)N[C@H](C(=O)NCC2CCCCC2)C(C)C)cc1,15,0,116,1,-0.1,-12,0,-11,3,2
COc1cccc(C(=O)NC2C(=O)N3C(C(=O)O)=C(COC(C)=O)CSC23)c1 (configuration not stated),-5,-4,101,14,-2.7,1,2,-1,12,1
Cc1ccc(-c2nnn(CC(=O)N(Cc3ccco3)C(C(=O)NC3CCCC3)c3cccs3)n2)o1 (configuration not stated),-5,-2,96,11,-1.9,4,1,-4,19,1
Cc1ccc(CCNc2ccc3ccccc3c2)cn1,-15,0,98,10,-1.7,2,-1,-10,10,5
O=c1oc2ccccc2c(O)c1Cc1cc(Cl)c2cccnc2c1O,11,4,95,3,-0.6,10,-10,-10,-9,-1
Cc1cccc(-n2c(SCC(=O)N3CC(=O)Nc4ccccc43)nc3ccccc3c2=O)c1C,-14,0,99,20,-4.4,2,-9,-11,.,-4
Cc1cc(N2CCC(C)CC2)nc(SCC(=O)c2ccccc2)n1,-25,1,105,-30,5.7,-7,10,2,2,4
O=C(CCNC(=O)C1CCN(S(=O)(=O)c2ccc(F)cc2)CC1)NC1CC1,-1,-1,105,9,-1.6,2,-4,-5,0,4

# An unsorted share of the library; overall some 2.4% were active at least once.
